IDH1 mut inh = inhibitors of IDH1 R132H reductase, primary screen, biochemical, plate reader, single point; 0.18% of 70,000 active; Isocitrate dehydrogenase [NADP] cytoplasmic (Homo sapiens), O75874; inhibition, % at 10 µM; diaphorase/resazurin fluorescence, 60 min; AID 624101, 2012; in the data active = inhibition above about 34%;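 note: 0% = DMSO and 100% = no enzyme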
Target sequence (O75874 whole entry R132H): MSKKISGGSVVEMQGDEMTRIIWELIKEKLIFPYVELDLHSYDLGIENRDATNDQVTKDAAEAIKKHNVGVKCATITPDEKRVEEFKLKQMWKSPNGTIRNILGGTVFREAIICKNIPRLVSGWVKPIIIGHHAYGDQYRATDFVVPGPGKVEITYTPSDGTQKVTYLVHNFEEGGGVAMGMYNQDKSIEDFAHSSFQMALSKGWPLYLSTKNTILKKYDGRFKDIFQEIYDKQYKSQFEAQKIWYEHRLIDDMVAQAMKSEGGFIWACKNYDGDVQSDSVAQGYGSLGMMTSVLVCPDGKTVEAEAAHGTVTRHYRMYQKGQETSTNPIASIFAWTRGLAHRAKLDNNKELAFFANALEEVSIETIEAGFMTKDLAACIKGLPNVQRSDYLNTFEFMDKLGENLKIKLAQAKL
PRC2 inh = EZH2/PRC2 methyltransferase inhibitors, primary screen, biochemical, DELFIA time-resolved fluorescence, single point. Histone-lysine N-methyltransferase EZH2 (Homo sapiens), Q15910. 0.35% of 57,000 active. PRC2 H3K27 methylation, DELFIA TRF, 1 h. AID 651548, 2012. inhibition, % at 12.5 µM;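 active = mean inhibition of replicates at least 50% and every single replicate also reaching 50%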;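 note: dimethyl H3K27 on biotinylated H3 21-44 peptide detected by antibody; plate controls were median neutral control wells for no effect and median positive control wells for full effect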
* hit, by the source's call; & = joins results of further samples. Only part of the results is shown; rates above refer to the full screens.

`C[C@H]1CN([C@@H](C)CO)C(=O)c2cc(NC(=O)Nc3ccc(C(F)(F)F)cc3)ccc2O[C@H]1CN(C)Cc1ccc(Cl)c(Cl)c1` gave IDH1 mut inh 0.2.
For C[C@@H]1CN([C@@H](C)CO)S(=O)(=O)c2ccc(C#CC3CC3)cc2O[C@H]1CN(C)C(=O)CC1CC1 the results were IDH1 mut inh -0.2 and PRC2 inh 31.4.
CCC(=O)Nc1ccc2c(c1)C(=O)N(C)C[C@@H](OC)[C@H](C)CN(C(=O)NC1CCCCC1)[C@H](C)CO2 was read as IDH1 mut inh -0.2 and PRC2 inh -0.7.
Screening C[C@@H]1CN([C@@H](C)CO)S(=O)(=O)c2ccc(-c3cncnc3)cc2O[C@H]1CN(C)C(=O)C1CC1 returned IDH1 mut inh 0.0 and PRC2 inh 4.5.
CCC(=O)Nc1ccc2c(c1)C(=O)N(C)C[C@@H](OC)[C@@H](C)CN(C(=O)c1ccccn1)[C@H](C)CO2 was read as IDH1 mut inh 0.3 and PRC2 inh 1.6.
`C[C@@H]1CCCCO[C@H](CN(C)C(=O)Nc2cccc3ccccc23)[C@H](C)CN([C@@H](C)CO)C(=O)c2cc(NC(=O)Nc3ccccc3)ccc2O1` gave IDH1 mut inh 0.2.
For C[C@@H]1CN([C@@H](C)CO)C(=O)c2cccc(NC(=O)C3CC3)c2O[C@@H]1CN(C)C the results were IDH1 mut inh 0.4 and PRC2 inh 0.7.
Cc1ccc(S(=O)(=O)N(C)C[C@H]2Oc3ccc(NS(=O)(=O)c4ccccc4)cc3C(=O)N([C@@H](C)CO)C[C@H]2C)cc1 was read as IDH1 mut inh -1.8.
For Cc1ccc(S(=O)(=O)NCC[C@H]2CC[C@@H](NC(=O)c3cnccn3)[C@H](CO)O2)cc1 the results were IDH1 mut inh 0.1 and PRC2 inh -5.8.
Screening CO[C@H]1CN(C)C(=O)c2cc(NC(=O)NC(C)C)ccc2OC[C@@H](C)N(Cc2ccccc2)C[C@H]1C returned IDH1 mut inh 0.0 and PRC2 inh -0.3.
For C/C(=C\C=C\C(C)C)CCC/C(C)=C/COc1c(O)cc2c(c1O)CNC2=O the results were IDH1 mut inh 0.6 and PRC2 inh 28.3.
CCS(=O)(=O)Nc1ccc2c(c1)C(=O)N(C)C[C@H](OC)[C@@H](C)CN(CC1CCCCC1)[C@@H](C)CO2 was read as IDH1 mut inh -0.3 and PRC2 inh -14.5.
Screening C[C@@H]1CCCCO[C@@H](CN(C)CC2CC2)[C@@H](C)CN([C@H](C)CO)C(=O)c2cc(NS(=O)(=O)c3cccs3)ccc2O1 returned IDH1 mut inh 1.3.
CN(C)c1nc(SCCO)nc(N(C)C)n1 was read as IDH1 mut inh 1.0 and PRC2 inh -6.9.
Screening COc1ccc(S(=O)(=O)Nc2ccc3c(c2)CC(=O)N([C@@H](C)CO)C[C@@H](C)[C@H](CN(C)S(=O)(=O)c2cn(C)cn2)O3)cc1 returned IDH1 mut inh -6.1.
Screening C[C@@H]1CN([C@@H](C)CO)C(=O)c2cc(C#Cc3ccc(F)cc3)cnc2O[C@@H]1CN(C)S(C)(=O)=O returned IDH1 mut inh -0.1 and PRC2 inh 2.3.
Screening C[C@H](CO)N1C[C@H](C)[C@@H](CN(C)S(=O)(=O)c2cn(C)cn2)Oc2ccc(NC(=O)c3ccncc3)cc2CC1=O returned IDH1 mut inh -0.4.
`C[C@@H]1CN([C@H](C)CO)C(=O)c2cc(N(C)C)ccc2O[C@@H]1CN(C)Cc1ccc(Cl)c(Cl)c1` gave IDH1 mut inh 0.0 and PRC2 inh 5.8.
`COC(=O)C[C@@H]1C=C[C@@H](NS(=O)(=O)c2ccccc2F)[C@@H](CO)O1` gave IDH1 mut inh 0.2 and PRC2 inh -2.1.
`CNC[C@@H]1OCCCC[C@@H](C)Oc2ccc(NC(=O)Nc3ccc(F)cc3)cc2C(=O)N([C@@H](C)CO)C[C@@H]1C` gave IDH1 mut inh 7.7 and PRC2 inh -1.9.
Screening CCOc1ccc2nc(NCCCO)[nH]c2c1 returned IDH1 mut inh 0.0 and PRC2 inh -4.4.
Screening C[C@H](CO)N1C[C@H](C)[C@@H](CN(C)Cc2ccccc2)Oc2c(NC(=O)c3cnccn3)cccc2C1=O returned PRC2 inh -3.2.
Screening C[C@@H]1CN([C@@H](C)CO)C(=O)c2cccc(NC(=O)Nc3ccc4c(c3)OCO4)c2O[C@H]1CN(C)C returned IDH1 mut inh 1.7.
For CNC[C@H]1Oc2c(NS(=O)(=O)c3ccccc3)cccc2C(=O)N([C@@H](C)CO)C[C@@H]1C the results were IDH1 mut inh 4.7.
For Cc1noc(C)c1NC(=O)Nc1ccc2c(c1)C(=O)N([C@@H](C)CO)C[C@@H](C)[C@@H](CN(C)C)OCCCC[C@@H](C)O2 the results were IDH1 mut inh 2.4 and PRC2 inh 10.3.
Screening C[C@H](CO)N1C[C@H](C)[C@@H](CN(C)Cc2ccc(Oc3ccccc3)cc2)Oc2ccc(NS(C)(=O)=O)cc2C1=O returned PRC2 inh 3.1.
C[C@H](CO)N1C[C@H](C)[C@@H](CN(C)C)Oc2ccc(NC(=O)CCCCCC(=O)Nc3ccccc3N)cc2C1=O was read as IDH1 mut inh 1.5 and PRC2 inh -4.6.
For Cc1noc(C)c1NC(=O)Nc1ccc2c(c1)C(=O)N([C@@H](C)CO)C[C@@H](C)[C@H](CN(C)C(=O)Nc1cccc3ccccc13)O2 the results were IDH1 mut inh -0.6.
`CC(C)OC(=O)c1cn(Cc2c(F)cccc2F)c2sc(-c3ccc(NC(=O)C(C)C)cc3)c(CN(C)Cc3ccccc3)c2c1=O` gave IDH1 mut inh -0.9 and PRC2 inh -16.5.
Screening CCOC(=O)C1CN(Cc2ccccc2)C(=O)C1=O (stereo not given) returned IDH1 mut inh 1.7&-0.1.
Screening CO[C@H]1CN(C)C(=O)c2cc(NC(=O)Nc3cccc(Cl)c3)ccc2OC[C@@H](C)N(C(=O)Nc2c(C)noc2C)C[C@@H]1C returned IDH1 mut inh -0.2 and PRC2 inh -1.5.
`C[C@@H]1CN([C@H](C)CO)S(=O)(=O)c2ccc(Br)cc2O[C@H]1CN(C)C(=O)Nc1cccc(F)c1` gave PRC2 inh -15.4.
For CCOc1ccc(NC(=O)CSc2nnc(-c3cc(Cl)ccc3O)n2C)cc1 the results were IDH1 mut inh 0.2 and PRC2 inh 3.1.
For Cc1noc(C)c1NC(=O)N(C)C[C@@H]1Oc2ccc(NC(=O)CCC(F)(F)F)cc2CC(=O)N([C@H](C)CO)C[C@H]1C the results were IDH1 mut inh 9.0 and PRC2 inh 0.4.
Cc1ccc(S(=O)(=O)Nc2ccc3c(c2)C(=O)N([C@H](C)CO)C[C@H](C)[C@H](CN(C)S(=O)(=O)c2cn(C)cn2)OCCCC[C@@H](C)O3)cc1 was read as IDH1 mut inh -5.3.
Screening CCCN(C)C[C@@H]1Oc2cc(-c3cccc(F)c3)ccc2S(=O)(=O)N([C@@H](C)CO)C[C@@H]1C returned IDH1 mut inh -1.0 and PRC2 inh -10.6.
Screening O=C(CN1C(=O)c2ccccc2S1(=O)=O)Nc1ccc(N2CCOCC2)cc1 returned IDH1 mut inh -0.3 and PRC2 inh 0.3.
For CNC[C@@H]1Oc2ccc(NC(=O)Cc3cn(C)c4ccccc34)cc2C(=O)N([C@H](C)CO)C[C@@H]1C the results were IDH1 mut inh -26.1 and PRC2 inh -3.4.
For C[C@H](CO)N1C[C@H](C)[C@H](CN(C)Cc2ccncc2)Oc2cc(C#CC(C)(C)O)ccc2S1(=O)=O the results were IDH1 mut inh -0.2 and PRC2 inh 8.0.
`Cc1noc(C)c1NC(=O)N(C)C[C@@H]1Oc2ccc(NC(=O)c3ccncc3)cc2C(=O)N([C@H](C)CO)C[C@@H]1C` gave IDH1 mut inh 1.5.
Screening COC(=O)c1ccc(NC(=O)CSc2nnc(-c3ccccc3F)n2C)cc1 returned IDH1 mut inh 0.1 and PRC2 inh -1.5.
C[C@@H]1CN([C@H](C)CO)C(=O)Cc2cc(NC(=O)Nc3ccccc3)ccc2O[C@H]1CN(C)C(=O)Nc1ccccc1 was read as IDH1 mut inh -0.2 and PRC2 inh -4.0.
For COc1cccc(NC(=O)COc2ccc(C(=S)N3CCN(C)CC3)cc2OC)c1 the results were IDH1 mut inh -0.1 and PRC2 inh 14.5.
Screening C[C@@H]1CN([C@H](C)CO)C(=O)Cc2cc(NS(=O)(=O)c3ccc(F)cc3)ccc2O[C@H]1CN(C)C(=O)Nc1ccccc1 returned IDH1 mut inh -0.2.
Cn1nnnc1SCC(=O)Nc1ccccc1C(N)=O was read as IDH1 mut inh -0.3 and PRC2 inh -6.9.
`O=C(CCCCCCC(=O)NO)N=NC=C1C=CN(O)C=C1` gave IDH1 mut inh -0.3 and PRC2 inh 9.5.
C[C@@H]1CN([C@H](C)CO)C(=O)Cc2cc(NS(=O)(=O)c3cn(C)cn3)ccc2O[C@H]1CN(C)C was read as IDH1 mut inh 0.0 and PRC2 inh 8.8.
Screening COC(=O)c1ccc(NC(=O)CCC(=O)c2ccc(Br)cc2)cc1 returned IDH1 mut inh -0.2 and PRC2 inh -6.7.
`CC(=O)CC(=O)N1C(=O)N(C)[C@@]2(C)Oc3ccccc3[C@@H]1[C@H]2COC(=O)c1ccc([N+](=O)[O-])cc1` gave PRC2 inh -6.3.
`CS(=O)(=O)N(CC(=O)Nc1ccc(F)cc1)c1cccc(Br)c1` gave IDH1 mut inh -0.3 and PRC2 inh 10.9.
Screening Cc1noc(C)c1S(=O)(=O)N(C)C[C@H]1OCCCC[C@H](C)Oc2ccc(NC(=O)CCC(F)(F)F)cc2C(=O)N([C@H](C)CO)C[C@H]1C returned IDH1 mut inh 4.1.
Screening C[C@@H]1CN([C@@H](C)CO)S(=O)(=O)c2ccc(C3=CCCCC3)cc2O[C@@H]1CN(C)S(C)(=O)=O returned IDH1 mut inh 0.3 and PRC2 inh -1.8.
For O=C(Nc1ccc2c(c1)[C@H]1C[C@H](CC(=O)N3CCc4ccccc4C3)O[C@@H](CO)[C@H]1O2)Nc1ccccc1F the results were IDH1 mut inh 0.3 and PRC2 inh -1.8.
COC(=O)c1ccsc1NC(=O)CN1c2cccc3cccc(c23)S1(=O)=O was read as IDH1 mut inh 0.4 and PRC2 inh 2.9.
`Cc1ccccc1CN1C(=O)C(O)(CC(=O)c2ccncc2)c2cc(Cl)ccc21` (stereo not given) gave IDH1 mut inh 5.8 and PRC2 inh -14.3.
`CCNC(=O)C[C@@H]1C=C[C@@H](NC(=O)C2CCOCC2)[C@@H](CO)O1` gave IDH1 mut inh 0.5 and PRC2 inh 23.4.
C[C@@H]1CCCCO[C@H](CN(C)C(=O)NC2CCCCC2)[C@H](C)CN([C@H](C)CO)C(=O)c2cc(NS(=O)(=O)c3cn(C)cn3)ccc2O1 was read as IDH1 mut inh 2.6.
Screening COc1ccc(NC(=O)Nc2ccc3c(c2)CC(=O)N([C@H](C)CO)C[C@@H](C)[C@H](CN(C)C)O3)cc1 returned IDH1 mut inh -0.5 and PRC2 inh -0.9.
C[C@@H]1CN([C@@H](C)CO)C(=O)c2cc(NS(=O)(=O)c3cn(C)cn3)ccc2O[C@H]1CN(C)CC1CCCCC1 was read as IDH1 mut inh 1.7.
Screening COc1ccc(CN(C)C[C@H]2Oc3ccc(NC(=O)Cc4cn(C)c5ccccc45)cc3C(=O)N([C@@H](C)CO)C[C@@H]2C)cc1 returned IDH1 mut inh -20.1 and PRC2 inh -7.1.

Entries listed so far containing a Cl atom:
`C[C@H]1CN([C@@H](C)CO)C(=O)c2cc(NC(=O)Nc3ccc(C(F)(F)F)cc3)ccc2O[C@H]1CN(C)Cc1ccc(Cl)c(Cl)c1` gave IDH1 mut inh 0.2.
`C[C@@H]1CN([C@H](C)CO)C(=O)c2cc(N(C)C)ccc2O[C@@H]1CN(C)Cc1ccc(Cl)c(Cl)c1` gave IDH1 mut inh 0.0 and PRC2 inh 5.8.
Screening CO[C@H]1CN(C)C(=O)c2cc(NC(=O)Nc3cccc(Cl)c3)ccc2OC[C@@H](C)N(C(=O)Nc2c(C)noc2C)C[C@@H]1C returned IDH1 mut inh -0.2 and PRC2 inh -1.5.
For CCOc1ccc(NC(=O)CSc2nnc(-c3cc(Cl)ccc3O)n2C)cc1 the results were IDH1 mut inh 0.2 and PRC2 inh 3.1.
`Cc1ccccc1CN1C(=O)C(O)(CC(=O)c2ccncc2)c2cc(Cl)ccc21` (stereo not given) gave IDH1 mut inh 5.8 and PRC2 inh -14.3.

Carrying on.
Screening CCCN(C)C[C@H]1OCCCC[C@@H](C)Oc2ccc(NC(=O)CCCN(C)C)cc2C(=O)N([C@H](C)CO)C[C@H]1C returned IDH1 mut inh 1.7 and PRC2 inh 4.2.
C[C@H](CO)N1C[C@H](C)[C@@H](CN(C)S(C)(=O)=O)OCCCC[C@H](C)Oc2ccc(NC(=O)Nc3ccc(C(F)(F)F)cc3)cc2C1=O was read as IDH1 mut inh 1.1.
Screening O=C(C[C@H]1C=C[C@H](NC(=O)CN2CCOCC2)[C@H](CO)O1)NCCc1ccccc1 returned IDH1 mut inh 0.2 and PRC2 inh 11.3.
`COCC(=O)Nc1ccc2c(c1)OC[C@@H](C)N(Cc1ccccc1OC)C[C@H](C)[C@H](OC)CN(C)C2=O` gave IDH1 mut inh -0.2 and PRC2 inh -12.7.
For Cc1ccccc1S(=O)(=O)NCC[C@H]1CC[C@H](NC(=O)C2CCC2)[C@H](CO)O1 the results were IDH1 mut inh 0.3 and PRC2 inh -9.0.
CO[C@H]1CN(C)C(=O)c2cc(NC(=O)NC(C)C)ccc2OC[C@@H](C)N(C(=O)NC(C)C)C[C@@H]1C was read as IDH1 mut inh 0.6 and PRC2 inh 0.6.
